GRK2 inh – inhibitors of human GRK2 displacing RNA aptamer; bead flow cytometry, FAM-aptamer displacement from GRK2; inhibition of aptamer binding, % at 10 µM; 0.59% of 330,000 active; AID 488847;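 active means inhibition of aptamer binding above 40%, roughly 3 SD of noise, on plates passing a quality check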;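 further: median bead fluorescence of bound FAM aptamer so fluorescent compounds give negative values; no value below 0 was filed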
PME-1 inh – blocks human protein phosphatase methylesterase 1. Q9Y570. recombinant PME-1, FP-Rh probe fluorescence polarization. inhibition, % at 5.9 µM. 0.53% of 320,000 active. AID 2130;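 active means inhibition above the campaign mean of all compounds plus 3 SD, cut at about 26% in these data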;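 further: competitive labeling of PME-1 active site by serine hydrolase directed probe; 0% = PME-1 with DMSO and 100% = wells lacking PME-1 enzyme; inhibitors block probe labeling so polarization falls and inhibition rises; many of its hits are not listed in these tables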
MEX-5 binding – C. elegans MEX-5 TCR-2 RNA binding activity; Q9XUB2; MEX-5/FITC-TCR2 RNA binding, fluorescence polarization; stronger effect = lower value; AID 1832; activity score (negative = inhibition of binding), % at 10 µM; 0.38% of 300,000 active;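 active means inhibition past about -25% in most replicates, and total fluorescence under double the plate's negative control median, limit read from the data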;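 further: 0% = DMSO and -100% = 5 µM competing unlabeled TCR2 RNA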
Target sequence (Q9XUB2 whole entry, looked up): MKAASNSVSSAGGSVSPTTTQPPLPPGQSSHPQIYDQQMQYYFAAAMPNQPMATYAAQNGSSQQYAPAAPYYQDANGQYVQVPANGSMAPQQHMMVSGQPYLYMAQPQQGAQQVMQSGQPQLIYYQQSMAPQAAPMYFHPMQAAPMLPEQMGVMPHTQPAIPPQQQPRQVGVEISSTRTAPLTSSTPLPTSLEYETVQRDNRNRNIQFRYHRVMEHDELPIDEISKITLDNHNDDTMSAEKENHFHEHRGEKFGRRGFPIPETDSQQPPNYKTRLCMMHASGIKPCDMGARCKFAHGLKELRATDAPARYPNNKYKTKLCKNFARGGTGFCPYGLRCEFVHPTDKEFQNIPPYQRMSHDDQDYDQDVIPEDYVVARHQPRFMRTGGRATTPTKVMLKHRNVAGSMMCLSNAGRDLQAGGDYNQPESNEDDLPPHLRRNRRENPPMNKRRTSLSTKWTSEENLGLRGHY
GLD-1 TGE inh – GLD-1-TGE RNA interaction inhibition (C. elegans) | Q17339 | purified GLD-1 + fluorescein TGE RNA, fluorescence polarization | inhibition, % at 5.96 µM | AID 2280 | 0.44% of 320,000 active;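 active means percent inhibition above a per-plate cutoff, the plate mean of test compounds plus 3 SD, cut at about 30% in these data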;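 further: 0% = DMSO wells with GLD-1 and probe and 100% = wells lacking GLD-1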
Target sequence (Q17339 whole entry, looked up): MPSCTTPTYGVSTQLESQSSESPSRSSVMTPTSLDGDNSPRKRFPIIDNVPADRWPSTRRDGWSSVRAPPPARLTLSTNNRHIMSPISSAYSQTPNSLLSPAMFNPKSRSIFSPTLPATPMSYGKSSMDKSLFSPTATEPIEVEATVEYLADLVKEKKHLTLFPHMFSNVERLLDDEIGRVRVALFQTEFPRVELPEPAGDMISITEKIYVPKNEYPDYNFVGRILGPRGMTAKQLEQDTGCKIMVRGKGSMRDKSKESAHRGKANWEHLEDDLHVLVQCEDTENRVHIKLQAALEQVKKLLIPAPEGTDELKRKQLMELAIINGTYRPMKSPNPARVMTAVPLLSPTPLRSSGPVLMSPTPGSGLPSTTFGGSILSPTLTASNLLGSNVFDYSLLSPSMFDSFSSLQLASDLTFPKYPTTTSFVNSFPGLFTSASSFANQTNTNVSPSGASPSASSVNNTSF
Bcl-xL primary – Bcl-xL (human) inhibition; Q07817; GST-Bcl-xL / FITC-Bim BH3 peptide fluorescence polarization; inhibition, % at 10.9 µM; 0.7% of 320,000 active; AID 2129;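 active means inhibition above the mean of all tested compounds plus 3 SD, cutoff set per campaign, cut at about 30% in these data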;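 further: 0% = DMSO wells and 100% = unlabeled Bim-BH3 peptide competitor; inhibitors lower millipolarization by displacing the labeled peptide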
Efflux pump mplx – blocks antifungal efflux pumps in multiplex yeast assay; 0.44% of 330,000 active; AID 485275; S. cerevisiae Candida pump triplex, Nile Red efflux; inhibition, % at 10 µM;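 active means plate passing quality check with inhibition over a set limit, or well fluorescence over plate mean plus 4 SD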;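 further: Nile Red retained in pooled yeast measured as flow cytometry median fluorescence; 0% = buffer negative control and 100% = Enniatin B positive control; higher means more Nile Red kept so more efflux inhibition; some compounds called inactive have numbers as strong as hits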
Fam108B inh – Fam108B inhibition, counter-screen for RBBP9 inhibitors | recombinant Fam108B, FP-Rh probe fluorescence polarization | inhibition, % at 9.51 µM | 0.33% of 300,000 active | AID 1947;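 active means inhibition above the screen mean inhibition plus 3 SD, computed separately per campaign, cut at about 18% in these data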;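 further: inhibitors lower polarization as less probe binds the enzyme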
VLA-4 inh – inhibition in a human VLA-4 binding assay. P13612. VLA-4 expressing cells, ligand binding flow cytometry. inhibition, % (about 7 µM as worked out from the volumes in the protocol). 0.2% of 330,000 active; in the data active means inhibition above about 50%
MCL1-BIM inh – MCL1-BIM-BH3 interaction inhibition (human); GST-MCL1 / FITC-Bim-BH3 fluorescence polarization; 0.68% of 320,000 active; inhibition, % at 10.9 µM; Q07820; AID 2057;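 active means inhibition above the mean inhibition of all tested compounds plus 3 SD, set per campaign, cut at about 40% in these data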;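 further: 0% = DMSO wells and 100% = unlabeled Bim-BH3 peptide control; higher means more loss of mP so more displacement of Bim peptide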
* = called active by the depositor; i = inactive; · = not tested or not shown. An excerpt; the hit share may differ from the screen's.

Structure	GRK2 inh	PME-1 inh	MEX-5 binding	GLD-1 TGE inh	Bcl-xL primary	Efflux pump mplx	Fam108B inh	VLA-4 inh	MCL1-BIM inh
Nc1ccc2nc(Cc3ccccc3)[nH]c2c1	1.0	1.7	-8.3	76.0*	0.2	0.1	1.9	-5.3	-3.2
NC(=O)COC(=O)c1oc2ccccc2c1CSc1ccc(Cl)cc1	0.0	3.1	-0.9	-3.0	5.4	0.0	-2.1	6.2	4.4
O=C(Nc1ccccc1OC(F)F)C1CCCN1C(=O)c1cccs1 (stereo not given)	0.0	-3.9	-0.1	8.9	2.0	0.1	1.5	29.2	6.7
O=C(CNC(=O)c1ccccc1)OC(C(=O)Nc1cc(C(F)(F)F)ccc1Cl)c1ccccc1 (stereo not given)	5.0	-7.7	-2.0	-0.4	2.3	-0.1	-5.4	15.4	-3.3
CCCOc1ccc(N2C(=O)C3ON(c4ccccc4)C(CCC)C3C2=O)cc1 (stereo not given)	1.0	-4.8	0.5	0.8	9.6	0.1	-2.7	3.0	3.4
Cc1ccc(C)c(NC(=O)CN(C)C(=O)C2COc3ccccc3O2)c1 (stereo not given)	3.0	-5.2	·	6.9	-8.0	0.1	·	-1.4	-7.1
CCOC(=O)c1sc2ncn(C(C)C(=O)OC)c(=O)c2c1C (stereo not given)	0.0	2.8	-0.7	5.6	0.2	-0.2	-2.8	-11.3	1.3
CCCCCn1c(=O)[nH]c2cc(C(=O)NCCCN3CCCCC3C)ccc2c1=O (stereo not given)	0.0	-0.1	1.6	4.7	4.8	0.0	-6.1	5.1	6.0
CCCCNC(=O)Nc1ccc2c(c1)N(C)C(=O)c1ccccc1S2	0.0	-1.2	0.0	5.6	5.0	0.2	-6.1	32.4	3.0
CC1CCCCN1C(=O)CSc1nnc(CSc2ncccn2)n1C (stereo not given)	3.0	-3.5	-3.0	-0.8	0.7	0.1	3.0	-10.0	-2.3
O=C(Cn1c(=O)oc2cc(S(=O)(=O)NCc3ccccc3)ccc21)N1CCCC1	1.0	-2.6	0.5	5.7	0.5	0.2	1.6	1.7	-1.1
C=C1C2(C(=O)Nc3nccs3)CCC(C2)C1(C)C (stereo not given)	0.0	-3.9	-0.1	-0.6	-0.6	-0.1	-0.1	5.8	-8.3
CCSc1nc2sc3c(c2c(=O)n1-c1ccccc1C)CCN(C)C3	4.0	-6.5	0.6	-5.1	-2.4	0.0	-2.0	23.6	-10.5
O=C(CSc1nc(O)cc(=O)n1-c1ccccc1)Nc1ccc(Br)cn1	0.0	-7.0	-0.3	9.4	-1.4	-0.3	-7.4	5.4	5.8
CCCOC(=O)c1c(NC(=O)c2cnn3c2NC(c2ccccc2)CC3C(F)(F)F)sc2c1CCCC2 (stereo not given)	29.0	2.3	1.3	2.8	4.4	-0.1	-3.5	-3.2	6.7
O=C(c1ccccc1)c1ccc(OCC(O)CN2CCN(S(=O)(=O)N3CCCCC3)CC2)cc1 (stereo not given)	0.0	-2.6	-2.5	6.2	-1.8	0.3	-1.8	2.3	0.0
COc1ccc(NC(=O)CSc2nnc(NC(=O)CN3CCOCC3)s2)cc1	2.0	-2.5	5.3	0.4	4.6	0.1	-3.2	23.8	1.9
CC(=O)NCCc1c(C)n(Cc2ccccc2)c2ccccc12	0.0	3.1	-2.5	1.6	5.2	0.3	-3.6	3.3	9.1
COc1cc(/C=C2\SC(=S)N(NC(=O)c3ccccc3O)C2=O)ccc1O	9.0	-210.6	27.0	-25.2	0.2	0.0	-170.9	i	-11.9
CCN(CC)C(=O)Cn1cnc2c1c(=O)n(C)c(=O)n2C	0.0	4.1	-0.7	0.4	0.2	-0.1	0.5	-0.5	2.3
Cc1ccc(C)c(NC(=O)NNC(=O)CCc2ccccc2)c1	12.0	1.2	-3.5	2.0	0.4	-0.2	0.4	-8.8	0.7
O=c1[nH]c(SCc2ccccc2Cl)nc2c1CCCC2	0.0	-0.2	2.6	3.9	2.9	-0.1	0.3	5.4	-1.8
O=c1ccn(-c2cccc(C(F)(F)F)c2)nc1-c1ccn(-c2ccccc2F)n1	1.0	-6.0	-2.2	4.3	6.5	0.1	-0.4	-2.9	7.9
COc1ccc(C(=O)N/N=C/c2cc3ccccc3[nH]c2=S)cc1	1.0	0.7	-0.4	10.9	17.4	-0.1	6.7	-0.7	44.4*
Cc1ccc(S(=O)(=O)N2CCOCC2)cc1NC(=O)CNCc1cccnc1	0.0	-1.3	-3.1	-0.7	3.9	-0.1	-1.1	5.8	-2.1
CCC(C)NC(=O)c1ccccc1NC(=O)c1ccc(CSc2ccc(C)cc2)cc1 (stereo not given)	3.0	-16.7	-2.1	-9.0	1.6	0.0	-24.0	2.8	5.3
C/C(=N/NC(=O)C1CCCCC1)c1ccc([N+](=O)[O-])cc1	3.0	-1.0	3.5	-5.9	2.4	0.2	-0.7	13.2	2.0
O=C(NCc1ccccc1Cl)C1CCCO1 (stereo not given)	1.0	5.9	1.9	6.9	6.0	0.0	0.4	-0.6	7.1
Cc1ccc(S(=O)(=O)N2[C@@H](c3ccc(Br)cc3)C(C(=O)O)=CC[C@H]2c2ccc3c(c2)OCO3)cc1	0.0	·	·	0.3	·	0.2	·	23.9	·
Cc1ccc(NC(=O)N2CCC(c3ccccc3)C2)cc1C (stereo not given)	2.0	2.7	0.7	0.6	-2.6	0.1	-0.3	8.1	-2.0
CC(=O)Nc1ccc(S(=O)(=O)NCc2ccncc2)cc1	0.0	-5.1	-0.9	-4.5	6.4	0.1	-1.5	-9.1	7.7
Cc1c(C#N)c2ccccc2n1CC(=O)O	7.0	0.7	1.6	-6.4	3.8	0.0	7.0	-1.8	4.6
CCCn1nnc2ccccc2c1=O	0.0	-2.6	-0.3	0.4	-2.3	0.0	-11.0	2.6	-5.4
CCOC(=O)c1cc(C#N)c(N)nc1C	2.0	5.2	-0.3	6.9	-2.5	0.0	4.8	3.2	-0.9
NNC(=O)CCn1c2ccccc2c2ccccc21	0.0	-3.2	1.7	9.0	7.0	-0.1	0.5	2.9	5.3
Cc1ccc(-n2nc3c(=O)n(CC(=O)NC4CCCCCC4)nc(C)c3c2C)cc1	7.0	2.7	-0.3	10.0	11.2	0.0	3.0	3.5	6.3
O=C(CSc1nnc(Cc2cccs2)n1Cc1ccco1)Nc1cc(Cl)cc(Cl)c1	0.0	-17.4	-1.6	4.3	-0.8	0.1	-17.5	12.3	8.9
CCc1cc(-c2[nH]ncc2-c2ccc3c(c2)OCO3)c(O)cc1O	1.0	20.0	0.6	16.4	0.4	-0.2	10.2	17.9	8.4
CCc1ccc2nc(N(CCN(C)C)C(=O)c3ccc4ncsc4c3)sc2c1	0.0	4.1	1.0	3.0	2.2	0.2	4.1	-6.8	16.6
Cn1cnnc1SCCC(=O)Nc1ccccc1	0.0	-7.7	-0.8	3.7	7.3	0.0	0.9	-6.8	8.4
C[C@H](NC(=O)c1ccccc1Cl)C(=O)OCC(=O)N1CC2(C)CC1CC(C)(C)C2 (stereo not given in full)	0.0	-0.5	-1.3	-10.2	-6.0	0.0	0.8	-3.1	1.3
C#CCNC(=O)C1=C[C@H](c2csc3ccccc23)C[C@H](OCc2ccc(CO)cc2)O1	0.0	-0.1	3.9	1.4	-3.9	0.1	-1.6	-9.1	-0.9
CC(C)NC(=O)CN(c1cccc([N+](=O)[O-])c1)S(=O)(=O)c1ccccc1	0.0	2.0	1.2	8.4	4.7	-0.1	1.5	-4.7	5.6
O=C(Nc1ccc(Cl)c(NC(=O)c2cccs2)c1)c1ccco1	0.0	-5.8	-5.3	1.4	5.7	0.0	0.6	4.3	5.3
COc1ccc(Cl)cc1-c1nc(SCC(=O)NC(C)(C)C)n[nH]1	0.0	0.1	-1.3	6.0	4.2	-0.7	-2.3	3.5	9.7
COc1cccc(C(=O)Nc2ccc3c(c2)C(=O)N(CCC(=O)O)C3=O)c1	1.0	1.1	0.8	-2.0	4.0	0.3	-0.3	7.7	5.1
O=C(Cn1nnc(-c2ccccc2)n1)Nc1cccc(S(=O)(=O)N2CCOCC2)c1	0.0	0.5	-2.1	-3.1	-1.2	0.0	-4.1	-11.0	-12.3
Cn1nnnc1SCc1csc(Nc2ccccc2)n1	3.0	-2.5	2.5	4.4	-5.0	0.0	6.5	-2.4	-13.1
CCOC(=O)/C(C#N)=C/Nc1ccccc1NS(=O)(=O)c1ccc2c(c1)OCCO2	3.0	4.3	·	3.4	0.1	-0.3	·	4.5	0.5
CCOc1ccc(N(CC(=O)NCC2CCCO2)S(=O)(=O)c2ccc(Cl)cc2)cc1 (stereo not given)	0.0	-4.0	0.5	6.8	2.5	0.0	-3.6	4.1	-6.1
NNC(=O)[C@H](Cc1ccccc1)NC(=O)NCCc1ccccc1	2.0	-1.0	0.4	11.8	-0.9	0.1	3.6	1.0	4.1
CCOC(=O)CCCCC(=O)c1[nH]c(=O)[nH]c1CSc1nc2ccccc2[nH]1	0.0	-3.4	-4.0	-6.5	-10.5	-0.1	0.8	-5.3	-15.9
O=C(/C=C/c1ccc([N+](=O)[O-])cc1)OCC(=O)N1CCOCC1	1.0	·	·	0.3	·	0.3	·	0.2	·
CCc1nc(SCc2cccnc2)[nH]c(=O)c1C	1.0	-0.8	1.2	5.6	0.1	0.0	3.6	-0.9	3.6
Cc1cc(S(=O)(=O)N(Cc2ccc(C(C)(C)C)cc2)Cc2cccs2)ccc1-n1cnnn1	0.0	1.6	-1.6	6.7	2.1	-0.2	2.5	0.0	10.7
Cc1oc2nc(SCCCC(=O)NCCO)nc(N)c2c1C	2.0	-1.6	-0.9	0.7	1.4	0.0	3.6	3.4	0.1
CC(=O)Nc1ccc(NC(=O)C2CCN(C(=O)c3cccs3)CC2)cc1	0.0	2.6	0.0	1.4	-16.0	0.4	-7.4	-0.7	-18.1
CCOc1ccc(S(=O)(=O)N=C(c2ccccc2)N2CCOCC2)cc1	1.0	·	·	1.7	·	0.1	·	-16.8	·
N/N=C(/Cc1nc2ccccc2[nH]1)c1ccc([N+](=O)[O-])cc1	7.0	2.7	0.0	6.9	-2.0	-0.1	5.3	-10.3	1.9
CCNC(=O)NC(=O)C(C)Sc1nnc(COc2ccccc2Cl)o1 (stereo not given)	3.0	-5.0	-3.1	4.2	1.2	0.2	0.0	0.5	0.5

The listing continues:
Structure	GRK2 inh	PME-1 inh	MEX-5 binding	GLD-1 TGE inh	Bcl-xL primary	Efflux pump mplx	Fam108B inh	VLA-4 inh	MCL1-BIM inh
CCOC(=O)c1cc(S(=O)(=O)N2CCOCC2)cn1C	0.0	-1.0	-3.5	1.6	-4.5	-0.1	2.5	13.0	-11.2
O=c1c2cc(N3CCOCC3)ccc2[nH]c(=S)n1CCCN1CCCCC1	0.0	-0.8	0.1	-8.2	-12.8	0.6*	-4.0	0.0	-12.3
Cc1cc(N)n(-c2ncnc3scc(-c4ccc(Cl)cc4)c23)n1	0.0	-4.1	1.9	-2.5	1.9	0.4	2.6	-7.0	-2.5
Cc1ccccc1Nc1ncnc2c1cnn2Cc1ccccc1	2.0	4.3	2.3	11.5	2.4	0.0	2.5	-4.7	5.5

High-throughput results as filed in PubChem.
